Screens as filed in PubChem.
SRC3 inh – inhibits human SRC3 coactivator; HEK293 GAL4-SRC3 luciferase reporter, luminescence; Q9Y6Q9; actives 0.17% (n = 360,000); inhibition, % at 3.6 µM; AID 588352;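 active = inhibition above a per-campaign cutoff, the mean of all compounds plus 3 SD, cut at about 60% in these data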;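 note: 0% = DMSO-treated cells and 100% = gossypol-treated cells at 36 µM; higher means less SRC3-driven luciferase light from the GAL4 reporter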
COUP-TFII inh – inhibitors of human COUP-TFII (NR2F2); P24468; HEK293T NGFI-A luciferase reporter, luminescence; inhibition, % at 8.6 µM; actives 0.7% (n = 370,000); AID 686940;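 active = inhibition above a per-plate cutoff, mean inhibition of test wells between control levels plus 3 SD, cut at about 38% in these data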;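 note: cells cotransfected with COUP-TFII expression vector driving the NGFI-A reporter; 0% = median of COUP-TF2 test wells and 100% = reporter-only cells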
Vif inh – inhibitors of HIV Vif; inhibition, % at 7.49 µM; HEK293T cells, Vif self-association by quenched fluorescence, imaging, 24 h; actives 0.35% (n = 340,000); in the data active = inhibition above about 50%, passing the limit was not always enough; note: some results filed as inactive read as strong as hits
TLR9-MyD88 inh – blocks human TLR9 binding to MyD88; Q9NR96+Q99836; CHO BLA complementation TLR9-MyD88, CCF4 FRET ratio; inhibition, % at 4.98 µM; actives 0.21% (n = 340,000);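 active = inhibition above the mean over all tested compounds plus 3 SD, cut at about 21% in these data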;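 note: 0% = DMSO only wells and 100% = clavulanate BLA inhibitor control wells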
NR5A2 inv ag – NR5A2 inverse agonism in reporter assay. O00482. AID 602396. inhibition, % at 3.6 µM. actives 0.13% (n = 360,000). HEK293T StAR-luciferase reporter, LRH-1 transfected, 24 h;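 active = inhibition above the mean inhibition of all tested compounds plus 3 SD, cut at about 73% in these data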;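 note: 0% = DMSO wells and 100% = reporter-only cells lacking LRH-1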
Target sequence (O00482 whole entry, looked up): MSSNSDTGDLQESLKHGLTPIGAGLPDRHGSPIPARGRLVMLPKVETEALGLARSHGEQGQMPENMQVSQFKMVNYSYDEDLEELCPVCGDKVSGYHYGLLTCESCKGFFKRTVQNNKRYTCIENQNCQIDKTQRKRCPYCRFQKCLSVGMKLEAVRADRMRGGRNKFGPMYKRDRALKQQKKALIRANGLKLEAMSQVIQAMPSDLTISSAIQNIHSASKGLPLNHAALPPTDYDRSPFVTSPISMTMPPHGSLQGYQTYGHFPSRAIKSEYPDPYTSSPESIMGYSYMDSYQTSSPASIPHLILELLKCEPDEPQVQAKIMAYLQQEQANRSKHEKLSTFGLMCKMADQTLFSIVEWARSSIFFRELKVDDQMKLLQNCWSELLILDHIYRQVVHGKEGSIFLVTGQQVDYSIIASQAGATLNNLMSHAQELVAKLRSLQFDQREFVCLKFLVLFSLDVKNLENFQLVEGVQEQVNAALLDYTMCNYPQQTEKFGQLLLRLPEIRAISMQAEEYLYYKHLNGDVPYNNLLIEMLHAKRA
EBV LMP1 NFkB – reduces LMP1-driven NF-kappaB luciferase signal. LMP1-induced NF-kappaB luciferase reporter cells, luminescence. actives 0.69% (n = 350,000). inhibition, % at 12.5 µM. AID 504558; in the data active = inhibition above about 41%;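 note: 0% = neutral control wells and 100% = reference inhibitor control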
NOD2-RIPK2 inh – blocks binding of human NOD2 to RIPK2 | O43353 | CHO BLA complementation NOD2-RIPK2, CCF4 ratio | inhibition, % at 4.98 µM | actives 0.38% (n = 360,000); in the data active = inhibition above about 21%;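 note: 0% = vehicle only and 100% = reference blocker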
Target sequence (O43353 whole entry, looked up): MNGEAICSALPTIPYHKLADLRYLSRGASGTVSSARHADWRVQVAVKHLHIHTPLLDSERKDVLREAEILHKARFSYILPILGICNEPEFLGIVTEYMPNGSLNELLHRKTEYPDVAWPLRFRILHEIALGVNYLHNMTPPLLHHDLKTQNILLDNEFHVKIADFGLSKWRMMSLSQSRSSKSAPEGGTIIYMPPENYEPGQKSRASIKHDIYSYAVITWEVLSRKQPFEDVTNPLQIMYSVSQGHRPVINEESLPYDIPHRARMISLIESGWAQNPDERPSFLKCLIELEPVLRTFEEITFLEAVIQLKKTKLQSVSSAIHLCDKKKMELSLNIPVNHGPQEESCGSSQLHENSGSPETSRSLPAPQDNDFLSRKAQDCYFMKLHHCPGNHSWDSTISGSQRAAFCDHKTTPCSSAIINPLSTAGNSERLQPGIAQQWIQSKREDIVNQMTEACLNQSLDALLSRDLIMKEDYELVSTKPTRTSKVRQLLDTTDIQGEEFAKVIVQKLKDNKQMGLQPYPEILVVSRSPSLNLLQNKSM
TROY signal inh – inhibitors of TROY-dependent NF-kB signaling; AID 1347056; Q293 LMP1-TROYcd NF-kB luciferase reporter, 4 h; actives 0.98% (n = 360,000); inhibition, % at 10 µM;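 active = compounds whose plate-normalised and pattern-corrected inhibition of the luciferase reporter signal at the single screening dose is 50% or more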
NCOA1 inh – inhibits human SRC1 coactivator | Q15788 | HEK293 GAL4-SRC1 luciferase reporter, luminescence | inhibition, % at 3.6 µM | actives 0.12% (n = 360,000);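 active = inhibition above the campaign mean plus 3 SD, with each screening campaign given its own cutoff, cut at about 60% in these data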;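 note: 0% = DMSO treated cells and 100% = gossypol at 36 µM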
C8 TRAIL sens – caspase-8 TRAIL sensitization. NB7+C8 cells + TRAIL, ATPlite viability luminescence. inhibition (viability loss, TRAIL sensitization), % at 10 µM. actives 1% (n = 360,000). AID 624354;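 active = compounds causing at least 50% loss of cell viability in the single-dose screen, relative to plate controls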
NCOA2 inhibitor – inhibits human steroid receptor coactivator 2 | HEK293 GAL4-SRC2 luciferase reporter, luminescence | actives 0.17% (n = 370,000) | inhibition, % at 9 µM | Q15596 | AID 651957;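 active = inhibition above the mean inhibition of all tested compounds plus 3 SD, set per campaign, cut at about 52% in these data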;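 note: 0% = DMSO treated cells and 100% = cells given Gossypol at 36 µM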
* hit, by the source's call; · = no result given.

The first 4 entries, ahead of the listing:
1	CCc1nc2ccccc2n(CCOCCOCCn2c(=O)c(CC)nc3ccccc32)c1=O
2	COc1ccc(-c2csc(NC(=O)CSc3ncn[nH]3)n2)cc1OC
3	CCCNS(=O)(=O)c1ccc(CCC(=O)NCC2CCCO2)cc1 (centres undefined)
4	O=c1cc(CO)occ1OCc1ccccc1

screen / no.	1	2	3	4
SRC3 inh	6	19	-6	-4
COUP-TFII inh	15	2	1	-11
Vif inh	-2	-1	-4	40
TLR9-MyD88 inh	-9	0	9	3
NR5A2 inv ag	-3	-2	6	5
EBV LMP1 NFkB	-4	-13	-7	-3
NOD2-RIPK2 inh	5	7	-2	3
TROY signal inh	11	23	1	-1
NCOA1 inh	-9	-2	5	-21
C8 TRAIL sens	0	-14	-7	16
NCOA2 inhibitor	13	16	-17	14

This part in full, from the first entry:
1	CCc1nc2ccccc2n(CCOCCOCCn2c(=O)c(CC)nc3ccccc32)c1=O
2	COc1ccc(-c2csc(NC(=O)CSc3ncn[nH]3)n2)cc1OC
3	CCCNS(=O)(=O)c1ccc(CCC(=O)NCC2CCCO2)cc1 (centres undefined)
4	O=c1cc(CO)occ1OCc1ccccc1
5	CCOc1ccc(NC(=O)CN(C)C(=O)c2ccccc2SCc2c(C)noc2C)cc1OCC
6	COc1cc(C(=O)c2cocc2C(=O)c2ccc3c(c2)OCO3)cc(OC)c1OC
7	COC(=O)c1cccc(CN2C(=O)C(C)Sc3ccc(C)cc32)c1 (centres undefined)
8	COCCN1C=C(C(=O)OC)C(c2ccc(OC)c(OC)c2)C(C(=O)OC)=C1

screen / no.	1	2	3	4	5	6	7	8
SRC3 inh	6	19	-6	-4	-2	-3	-12	12
COUP-TFII inh	15	2	1	-11	-1	-13	1	-30
Vif inh	-2	-1	-4	40	4	32	-16	1
TLR9-MyD88 inh	-9	0	9	3	-4	4	·	2
NR5A2 inv ag	-3	-2	6	5	11	33	-18	-12
EBV LMP1 NFkB	-4	-13	-7	-3	0	-7	·	-8
NOD2-RIPK2 inh	5	7	-2	3	-6	-3	0	-7
TROY signal inh	11	23	1	-1	-17	5	-7	-12
NCOA1 inh	-9	-2	5	-21	-18	-9	-17	3
C8 TRAIL sens	0	-14	-7	16	-21	16	7	19
NCOA2 inhibitor	13	16	-17	14	-8	-7	-19	15

9	COc1ccc(NC(=O)c2ccc(OC)c(S(=O)(=O)N3CCCCC3C)c2)cn1 (centres undefined)
10	COc1ccc(-c2cc(C(F)(F)F)n3ncc(C(=O)N4CCCCC4c4cccnc4)c3n2)cc1 (centres undefined)
11	Cc1ccc(S(=O)(=O)N2CCN(C(=O)COc3ccc(C)nc3[N+](=O)[O-])CC2)c(C)c1
12	Cc1c(C(=O)NN)[nH]c2ccc([N+](=O)[O-])cc12
13	COc1ccc(OC)c(S(=O)(=O)N2CCC(C(=O)NCc3ccccn3)CC2)c1
14	CN1CCN(c2nc3ccccn3c(=O)c2C=O)CC1
15	CSc1nccc(Nc2ccccc2)c1C#N
16	O=C(CC(c1ccc(F)cc1)c1ccco1)N1CCOCC1 (centres undefined)

screen / no.	9	10	11	12	13	14	15	16
SRC3 inh	16	13	9	13	-9	2	-12	-4
COUP-TFII inh	18	-18	14	22	4	·	-17	1
Vif inh	-8	-6	-3	-2	0	-4	-2	6
TLR9-MyD88 inh	-1	10	-1	·	-12	3	-2	5
NR5A2 inv ag	4	2	-9	-1	-24	6	-8	10
EBV LMP1 NFkB	-7	-30	-10	·	0	3	8	61*
NOD2-RIPK2 inh	-5	12	-9	-11	6	2	-8	-4
TROY signal inh	14	-13	10	35	-16	10	-9	10
NCOA1 inh	-12	1	11	18	-1	8	6	-2
C8 TRAIL sens	10	-9	-5	13	3	9	-5	9
NCOA2 inhibitor	-30	-7	-23	18	-28	·	-37	-34

17	O=C(Nc1cccc(OCC(=O)N2CCOCC2)c1)c1cccc([N+](=O)[O-])c1
18	CCCCCCCCCOC1OC(CO)C(O)C(O)C1NC(C)=O (centres undefined)
19	Cc1ccc(S(=O)(=O)N2[C@@H](c3ccc(Br)cc3)C(C(=O)O)=CC[C@H]2c2ccc(Cl)c(Cl)c2)cc1
20	O=C(O)c1ccc2c(c1)OCCCO2
21	Cc1ccc(OC(=O)C23CC4CC(CC(C4)C2)C3)c(C)n1
22	CC(C)CN(CCNC(=O)CN1C(=O)COc2ccc(S(=O)(=O)N3CCC(C)CC3)cc21)CC(C)C
23	O=C(NCC1CC1)c1ccc2sc([C@@H]3O[C@H](CO)[C@H](O)[C@H](O)[C@H]3O)nc2c1
24	COc1ccc(NC(C)=O)cc1S(=O)(=O)N(C)Cc1c(C)nn(-c2ccccc2)c1C

screen / no.	17	18	19	20	21	22	23	24
SRC3 inh	-5	-5	-19	12	1	0	-52	6
COUP-TFII inh	16	1	5	-1	2	-8	2	-18
Vif inh	0	-6	-4	5	-8	-5	-10	-4
TLR9-MyD88 inh	-10	7	0	-6	3	-12	·	-9
NR5A2 inv ag	12	-6	17	14	11	-15	-15	6
EBV LMP1 NFkB	-1	4	-3	-3	4	1	·	2
NOD2-RIPK2 inh	4	-4	8	-7	-15	-8	-11	3
TROY signal inh	10	-8	62*	4	-10	10	6	5
NCOA1 inh	-32	11	-5	-18	15	12	2	2
C8 TRAIL sens	-11	-4	3	13	-1	9	-5	6
NCOA2 inhibitor	1	1	-7	10	-22	6	15	-5

25	Cc1cccc(Cc2c(C)[nH]c(=O)c(C#N)c2C)c1
26	O=C(C[n+]1ccccc1)N1CCCc2ccccc21
27	CCn1ccc(C(=O)Nc2ccccc2SC)n1
28	COc1ccc(NC(=S)NCCN2CCC(C)CC2)cc1
29	O=C(NC1CCCC1)c1cc(S(=O)(=O)N2CCOCC2)c(Cl)cc1Cl
30	O=S(c1ccccc1)c1ccccc1
31	CCOc1ccccc1C1NC(=O)CCC1[N+](=O)[O-] (centres undefined)
32	CCOc1ccc(NC(=O)CN(C)C(=O)c2cc(-c3ccncc3)nc3ccccc23)cc1OCC

screen / no.	25	26	27	28	29	30	31	32
SRC3 inh	10	13	-23	6	8	5	9	11
COUP-TFII inh	-8	-24	-17	-6	10	-6	8	-1
Vif inh	12	13	2	1	9	3	-5	15
TLR9-MyD88 inh	0	5	13	1	4	3	-4	-9
NR5A2 inv ag	-3	3	-29	-10	2	-10	1	19
EBV LMP1 NFkB	-4	-5	-11	5	3	-5	17	-2
NOD2-RIPK2 inh	0	-8	-2	-9	-13	-5	-15	-8
TROY signal inh	24	10	-46	-18	4	4	0	-13
NCOA1 inh	-7	-18	-41	-7	-2	0	-1	-8
C8 TRAIL sens	-4	-10	-4	-1	5	-9	7	-11
NCOA2 inhibitor	-4	-6	-22	-8	8	-1	-9	6

33	CCN1CCN(c2cc(C)c3cc(NC(=S)NCCCN4CCc5ccccc5C4)ccc3n2)CC1
34	COc1ccc(-c2cn3c(C)c(C(=O)N4CCN(c5ccccc5F)CC4)sc3n2)cc1
35	CCCNC(=O)c1ccc(N2CCC3(CC2)CC(c2ccccc2)=NO3)c(NC(=O)c2cccc(C)c2)c1
36	CC(C)Cc1nnc(NC(=O)c2ccc([N+](=O)[O-])cc2)s1
37	O=C(COC(=O)c1cc(S(=O)(=O)N2CCOCC2)c(Cl)cc1Cl)Nc1ncc(C(F)(F)F)cc1Cl
38	O=S(=O)(c1cccs1)N1CN(CC2CCCO2)c2nc3ccccc3nc21 (centres undefined)
39	Cc1cc(C)c(OCC(=O)Nc2ccccc2N2CCCCC2)c(C)c1
40	O=C1CCC(C(=O)N2CCCC(Nc3ccc(F)cc3)C2)=NN1 (centres undefined)

screen / no.	33	34	35	36	37	38	39	40
SRC3 inh	2	-18	-5	-14	11	1	6	18
COUP-TFII inh	12	5	10	-8	7	8	3	3
Vif inh	0	-11	8	·	0	-1	-6	0
TLR9-MyD88 inh	6	1	-3	-9	3	4	-4	-9
NR5A2 inv ag	-2	12	1	-14	12	-13	-9	15
EBV LMP1 NFkB	-21	2	8	-10	11	6	5	-4
NOD2-RIPK2 inh	1	9	-7	4	1	-6	-14	-7
TROY signal inh	-15	-8	-19	-41	-36	-43	-15	-10
NCOA1 inh	-11	-1	-6	-14	-19	-14	-6	-5
C8 TRAIL sens	2	20	-9	5	5	-2	12	-18
NCOA2 inhibitor	8	15	-3	-16	3	-17	7	-22

41	Cc1cccc2nc(CSc3nc4ccc([N+](=O)[O-])cc4[nH]3)c(Br)n12
42	O=C(C1CC=CCC1)N1CCCCCC1 (centres undefined)
43	COCCN(Cc1ccccc1)P(=O)(O)c1ccccc1OCC(=O)O
44	CCc1noc(C)c1C(=O)Nc1ccc(F)c(F)c1F
45	CCOC(=O)C1(Cc2cccc(OC)c2)CCCN(Cc2ccc(NC(C)=O)cc2)C1 (centres undefined)
46	O=C(CCNC(=O)c1ccco1)Nc1ccccc1OC(F)F
47	Cc1ccc2cc(CN(CCN3CCOCC3)C(=O)NCc3ccccc3)c(=O)[nH]c2c1C
48	CCOC(=O)C1CCN(c2ncnc3c2oc2ccc(Cl)cc23)CC1

screen / no.	41	42	43	44	45	46	47	48
SRC3 inh	-3	-2	10	-12	2	-4	-3	0
COUP-TFII inh	3	-3	-2	-25	-1	-5	5	9
Vif inh	54*	-16	2	2	4	18	0	10
TLR9-MyD88 inh	-9	3	1	0	-9	6	4	-13
NR5A2 inv ag	-21	0	3	-9	13	-10	4	-17
EBV LMP1 NFkB	6	7	-2	6	3	6	0	-5
NOD2-RIPK2 inh	-8	-12	-16	1	-2	0	8	9
TROY signal inh	-22	-2	-2	-25	0	-19	-1	13
NCOA1 inh	-25	-14	24	-17	3	-21	-2	11
C8 TRAIL sens	20	-12	8	-4	2	-5	6	8
NCOA2 inhibitor	-31	-14	-1	3	8	-9	-6	-5

49	FC(F)(F)c1cnc(N2CCN(C(=S)NCc3ccccc3)CC2)c(Cl)c1
50	CC(C)(C)c1nnc(NC(=O)CCC2CCCCC2)s1
51	CCCCN1C=C(C(=O)OC)C(c2ccccc2Cl)C(C(=O)OC)=C1
52	CCC(N=c1cc(-c2ccc(OC)cc2)oc2ccc(C)cc12)C(=O)O (centres undefined)
53	C=CCc1c(C)nc2ccc(C(=O)OCC)cc2c1Cl
54	Cc1cnc(NC(=O)[C@H](C)N2C(=O)C3CCCCC3C2=O)s1 (some centres undefined)
55	CNC(=O)c1c2c(nc3ccc(Br)cc13)CCCC2
56	c1ccc(CCc2ccncc2)cc1

screen / no.	49	50	51	52	53	54	55	56
SRC3 inh	10	-10	14	-72	1	7	10	13
COUP-TFII inh	2	1	2	-31	0	-1	7	3
Vif inh	-4	1	5	-2	3	4	-6	4
TLR9-MyD88 inh	-10	-15	-16	1	-3	-2	-4	-3
NR5A2 inv ag	4	7	0	-143	-12	-2	5	7
EBV LMP1 NFkB	6	-17	-1	-6	-1	-6	9	-35
NOD2-RIPK2 inh	5	-10	-23	-23	5	-14	2	9
TROY signal inh	28	-15	-10	-59	-32	-2	9	-4
NCOA1 inh	9	8	-23	-77	-41	1	6	10
C8 TRAIL sens	17	-23	6	-4	2	-39	5	-3
NCOA2 inhibitor	1	3	-18	-37	3	-11	-8	2

Not all compounds are listed. The share of hits here may be higher or lower than overall.
